# H9c2 TAG inh = reduces triacylglycerol accumulation in H9c2 cells. AID 651582. 230,000 compounds, 0.66% hits. Nile Red lipid (TAG) fluorescence; cells loaded with 200 µM oleic acid. inhibition, % at 12.5 µM;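 active means pattern-corrected inhibition of lipid staining of at least 50% with the nuclear-stain viability signal not falling by more than 50%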;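 further: 0% = DMSO wells and 100% = triacsin C control wells; some results filed as inactive read as strong as hits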
# H9c2 TAG inh DAPI viability = recorded beside H9c2 TAG inh, whose call it bears; DAPI nuclei signal change (viability), lower = more cytotoxic, %;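 whole-well DAPI fluorescence read on a plate reader as a viability signal; minus 50 percent equals half of cells still viable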
# * = called active by the depositor. Only part of the results is shown; the hit share may differ from the screen's.
SMILES	H9c2 TAG inh	H9c2 TAG inh DAPI viability
Cc1ccc(C(=O)COC(=O)CCCC(=O)Nc2cc(C(F)(F)F)ccc2Cl)cc1C	-6	0
CCN1CCSc2ccc(C(=O)NCc3cccc(F)c3)cc21	-5	11
CC(C)(CO)CNC(=O)c1ccc2nc(Cc3cccc(Cl)c3)oc2c1	9	-4
Clc1ccc2c(NCCNC3CCCCC3)ccnc2c1	10	6
CNS(=O)(=O)c1cnccc1N1CCN(c2cccc(C)c2)CC1	4	-1
O=C(COC(=O)C1COc2ccccc2O1)Nc1cccc(Cl)c1 (stereo unspecified)	8	-4
Cc1c(C(=O)/C=C/N(C)C)nnn1-c1ccc(Cl)cc1Cl	4	-8
COc1ccc(NS(=O)(=O)c2cc(NC(=O)C3CCCCC3)ccc2N2CCOCC2)cc1	15	-20
CC(C)c1csc(CN2CCN(Cc3ccc(F)c(F)c3)C(CCO)C2)n1 (stereo unspecified)	-8	1
COc1ccc(CCNC(=O)c2[nH]c(C)c(C(C)=O)c2C)cc1	19	-9
O=C1N=c2ccccc2=C1c1sc(=S)n(-c2ccc(O)cc2)c1O	-6	-10
CCn1cc(CN2CCC(C(=O)Nc3ccc(Oc4ccccc4)nc3)CC2)cn1	-10	-6
C/C(=N\NC(N)=O)c1ccc(Cl)s1	10	-4
COc1cccc(NC(=O)CCN2CCN(c3ccccc3F)CC2)c1	2	3
CCOc1cc(/C=C2/C(=N)N3OC(C)=CC3=NC2=O)ccc1OC(=O)c1ccco1	-15	-5
O=C(NCc1ccccc1)NCc1cccs1	6	-10
Fc1ccc(NC(=S)N2CCn3cccc3C2c2cccnc2)cc1 (stereo unspecified)	-5	-1
COC(=O)c1sccc1NC(=S)Nc1ccc(F)cc1F	2	-2
O=C1C=C(c2cccc3c2oc2ccccc23)C[C@@H](c2ccc(F)cc2)C1	-20	-8
C=CCC(c1ccccc1)N(C(C)=O)c1ccco1 (stereo unspecified)	-9	9
CC12CS(=O)(=O)CC1SC(=S)N2c1ccccn1 (stereo unspecified)	9	-3
CCOC(=O)c1sc(C)c(C(=O)NC2CCCCC2)c1N	1	6
O=C(NCCn1ccc2ccccc21)C1CCCCC1	0	1
Cn1c(=S)[nH]c2cccnc21	-14	-15
CCCCCCNC(=O)c1c(O)c2ccccc2[nH]c1=O	-1	2

# New compounds follow.
SMILES	H9c2 TAG inh	H9c2 TAG inh DAPI viability
O=C(NN1CCOCC1)c1ccco1	-8	7
Cc1ccc(NC(=O)CN(C)Cc2nc3ccccc3c(=O)[nH]2)c(Br)c1	-1	-4
O=C(NCCCN1CCCC1=O)c1cccc(S(=O)(=O)Nc2ccccc2Cl)c1	5	1
Nn1c(SCc2cc([N+](=O)[O-])cc3c2OCOC3)nnc1-c1ccccn1	-20	1
CSc1cccc(CN2CCC(CCC(=O)NC3CC3)CC2)c1	33	-33
CCOC(=O)C1CCN(c2nc(-c3ccc(C)cc3)nc3ccccc23)CC1	14	-5
CC(Sc1nnc(NC(=O)c2cc3ccccc3oc2=O)s1)c1ccccc1 (stereo unspecified)	-9	-8
COc1ccc(CNC(=O)c2ccc3nc(C)c(N(C)Cc4ccc(NC(C)=O)cc4)n3c2)cc1	-6	8
COc1ccc(CNC(=O)CCNS(=O)(=O)c2ccc(Cl)cc2)cc1	-7	-10
CCN(Cc1ccccc1)S(=O)(=O)c1ccc(C(=O)Nc2nnc(C)o2)cc1	-1	-2
O=C(Nc1ccc(S(=O)(=O)Nc2ccccc2)cc1)C1CC1	-6	3
O=C(O)CC1C(=O)NCCN1Cc1ccc(F)c(F)c1 (stereo unspecified)	0	-9
Cc1nc(NC(=O)COC(=O)c2ccc(S(=O)(=O)N3CCc4ccccc4C3)cc2)c(Cl)cc1Cl	-3	6
CC(C)OCCCNC(=O)c1ccc(C2SCC(=O)N2Cc2ccco2)cc1 (stereo unspecified)	-21	7
O=C(CSc1nc2ccc(Cl)cc2[nH]1)NC1CCCc2ccccc21 (stereo unspecified)	-1	-9
CC(C)Cc1nnc(NC(=O)c2ccncc2)s1	-24	4
C#CCOCCOCCOCCNc1nc(N2CCN(C(=O)[C@H](CCC(=O)O)n3cc(CN)nn3)CC2)nc(N2CCN(C(=O)[C@H](CCC(=O)O)n3cc(CN)nn3)CC2)n1	1	-2
CSc1ccc(C=NNc2ccc(S(=O)(=O)Nc3ccccc3C(=O)O)cc2[N+](=O)[O-])cc1	-1	-9
O=C(COc1ccccc1Br)NC1CC1	18	-6
CCN(c1ccccc1)S(=O)(=O)c1ccc(NC(=O)c2ccco2)cc1	-5	-10
C=CCOc1ccccc1CNCc1ccc(F)cc1	3	-10
Cc1ccc(F)c(S(=O)(=O)NC(=O)C2(C)CCN2C(=O)Cc2ccc(Cl)cc2Cl)c1 (stereo unspecified)	13	-1
CCCNC(=O)C1(C)CCCN(Cc2noc(-c3c(C)noc3C)n2)C1 (stereo unspecified)	-7	4
Cc1cccc(C(CC(=O)O)NC(=O)C(F)(F)F)c1 (stereo unspecified)	-3	9
COc1ccc([C@H]2C[C@H](O)[C@@H](n3cc(C4CC4)nn3)CN2C(=O)c2cccs2)cc1	-6	-5

# In another format: results already given.
SMILES: CCCCCCNC(=O)c1c(O)c2ccccc2[nH]c1=O
  H9c2 TAG inh: -1 | H9c2 TAG inh DAPI viability: 2
SMILES: O=C(NN1CCOCC1)c1ccco1
  H9c2 TAG inh: -8 | H9c2 TAG inh DAPI viability: 7
SMILES: Cc1ccc(NC(=O)CN(C)Cc2nc3ccccc3c(=O)[nH]2)c(Br)c1
  H9c2 TAG inh: -1 | H9c2 TAG inh DAPI viability: -4
SMILES: O=C(NCCCN1CCCC1=O)c1cccc(S(=O)(=O)Nc2ccccc2Cl)c1
  H9c2 TAG inh: 5 | H9c2 TAG inh DAPI viability: 1

# Additional results follow.
SMILES	H9c2 TAG inh	H9c2 TAG inh DAPI viability
CCN(CC)c1ccc(C=C2C(=O)OC(C)(C(C)(C)C)OC2=O)cc1 (stereo unspecified)	1	3
COc1ccccc1N1CCN(C(c2cccs2)C(C)NC(=O)c2ccco2)CC1 (stereo unspecified)	-8	16
c1ccc(-c2nn3c(-c4ccccc4)nnc3o2)cc1	10	-6
COc1ccc(/C=C/C(=O)NCC(=O)N/N=C/c2cccnc2)cc1	13	0
O=C1c2ccccc2C(=O)N1C1CCCCC1	2	-4
CC(C1CCN(Cc2nc(C3CC3)no2)CC1)N1CCOCC1 (stereo unspecified)	7	-3
C/C(N)=C(/C#N)C(=O)COC(=O)Cc1coc2cc(C)ccc12	-14	-2
CC(=O)c1ccc(N2CCN(C(=O)C(=O)c3c(C)[nH]c4ccccc34)CC2)cc1	10	0
Cc1n[nH]c(=S)n1/N=C/c1ccc(-c2ccc(Cl)cc2)o1	19	-3
CN(Cc1ccccc1)C(=O)c1ccc2c(c1)OCCO2	12	-4
CC(=O)c1ccc(N/C=C/C(=O)c2ccc(Br)cc2)cc1	-11	-7
CCCC(c1nnnn1Cc1ccco1)N1CCN(C(=O)c2ccco2)CC1 (stereo unspecified)	-12	10
CC1CCCC(NC(=O)COC(=O)c2cc(S(=O)(=O)N3CCCCC3)ccc2N2CCOCC2)C1C (stereo unspecified)	1	-1
COc1ccc(/C=N/N2C(=O)c3ccccc3C2=O)cc1	-2	12
COc1ccc(OS(=O)(=O)c2c(C)noc2C)cc1	-3	6
Cc1cc(OC(=O)c2ccc(S(=O)(=O)N(C)C)cc2)c([N+](=O)[O-])c(=O)[nH]1	10	-7
O=C(COc1ccc(-n2cnnn2)cc1)Nc1ccc(F)c(F)c1F	-5	-1
CN(NC(=O)c1cccc(Cl)c1)c1nc(-c2ccccc2)nnc1C(F)(F)F	6	7
CN(c1ccccc1N(C)S(=O)(=O)c1ccccc1)S(=O)(=O)c1ccccc1	-2	7
Cc1ccc(Nc2nnc(SCC(=O)NC(Cc3c[nH]c4ccccc34)C(=O)O)s2)cc1 (stereo unspecified)	0	5
COCCCNC(=O)C[C@H]1C[C@H](C(=O)N2CCOCC2)[C@@]2(CCC3CCCC3)c3[nH]c4cc(-c5ccco5)ccc4c3CCN2C1=O	12	4
COc1ccccc1C(=O)NC(CCSC)C(=O)NNC(=O)C(C)Oc1ccccc1F (stereo unspecified)	-19	7
COc1ccccc1CCNC(=O)CSCC(=O)Nc1ccccc1F	8	-5
C=CCC1(CC=C)CCCN1C(=O)CC1C(=O)NCCN1Cc1cccc(OC)c1OC (stereo unspecified)	-7	4
Cc1ccc(Nc2ccc(C(N)=O)cc2[N+](=O)[O-])cc1C	6	-5

# Carrying on.
# Value order: H9c2 TAG inh | H9c2 TAG inh DAPI viability
> Cn1c(C(=O)N2CCN(c3ccc(F)cc3)CC2)cc2ccccc21
 : 10 | -2
> COC(=O)C1=NNC2(c3ccc(C)cc3)C(=O)N(c3ccc(C)cc3)C(=O)C12 (stereo unspecified)
 : 1 | -5
> NS(=O)(=O)c1ccc(N/N=C/c2ccc(C(=O)O)cc2)c([N+](=O)[O-])c1
 : 0 | 4
> NS(=O)(=O)c1ccc(S(=O)(=O)c2ccccc2)nc1
 : -2 | 3
> COc1ccc(C(=O)N=S2CCN(C(=O)c3ccc(Cl)cc3)CC2)cc1
 : -10 | 2
> Cc1nc(Nc2ccc(Cl)c(Cl)c2)sc1C(/C=C/c1ccc2c(c1)OCO2)=NNc1ccc([N+](=O)[O-])cc1[N+](=O)[O-]
 : 42 | 10
> C/C(=N\S(=O)(=O)c1ccc(C)cc1)N(C)C
 : -6 | 3
> O=C(C[C@H]1C[C@@H]2c3cc(NS(=O)(=O)c4ccccc4)ccc3O[C@@H]2[C@H](CO)O1)NC1CCCC1
 : -5 | -6
> Cc1ccc(NC(=O)Cn2cccc2)c(C)c1
 : 10 | 0
> O=C(NCc1cccnc1)C(=O)Nc1nc(-c2ccccc2)cs1
 : 13 | -14
> CCOc1cc(N2CCOCC2)c(OCC)cc1NC(=O)CN1C(=O)NC2(CCCCCCC2)C1=O
 : -6 | -1
> CC(C)(C)OC(=O)C[C@@H]1C/C=C\C[C@H](CC(=O)N(CCO)Cc2ccccc2)C(=O)N[C@H](Cc2ccccc2)COC1=O
 : -7 | -2
> CCN(CC(=O)Nc1ccc(OC)cc1)C(=O)C1CC(=O)N(Cc2ccccc2)C1 (stereo unspecified)
 : -4 | 14
> CC(C)C[C@@H](CN1CCC[C@@H]1CN1C(=O)C(=O)NC[C@@H]1Cc1ccccc1)N1C[C@H](Cc2ccc(O)cc2)N(CC2CCCCC2)C(=O)C1=O
 : 5 | -12
> O=P(c1ccccc1)(c1ccccc1)C(O)c1ccc(Br)cc1 (stereo unspecified)
 : -10 | 6

# (listing goes on)
# Value order: H9c2 TAG inh | H9c2 TAG inh DAPI viability
> Cc1cc(S(=O)(=O)NCc2ccccc2)ccc1OCC(=O)NCc1ccncc1
 : 10 | -5
> Cc1[nH]c2ccccc2c1N=Nc1c(C)n(C)n(-c2ccccc2)c1=O
 : -1 | 0
> CCc1cccc(NS(=O)(=O)c2c(C)n[nH]c2C)c1
 : 7 | -7
> Cc1nc(N2CCOCC2)[nH]c(=O)c1[N+](=O)[O-]
 : 3 | -11
> Cc1cccc(C)c1NC(=O)CNC(=O)c1c(-c2ccccc2)noc1C
 : 0 | 3
> CCCOc1ccc(C(F)(F)F)cc1NC(=O)C1CC(=O)N(Cc2ccco2)C1 (stereo unspecified)
 : -9 | -11
> Cc1ccc(C(C)C)c(OCC(=O)NNC(=O)C2CSC3(C)CCC(=O)N23)c1 (stereo unspecified)
 : 11 | 2
> COc1ccccc1C(=O)NNC(=O)c1ccc2ccccc2c1
 : 5 | -11
> O=C(O)C1=CCCNC1
 : -4 | -3
> N/C(=N\OC(=O)CC1CCCCC1)c1cccc(Br)c1
 : 11 | -3
> COc1cc(/C=c2\sc3n(c2=O)CCCN=3)ccc1O
 : 11 | -2
> CC1CC(C)CN(C(=O)Cc2c(C(=O)O)[nH]c3ccc(Cl)cc23)C1 (stereo unspecified)
 : 0 | -4
> CC(c1ccccc1)N1CC(C(=O)N2CCN(Cc3ccc(C#N)cc3)CC2)CC1=O (stereo unspecified)
 : -5 | -3
> Nc1nonc1-n1nnc(C(=O)N/N=C/c2ccccc2)c1CSc1ccccc1
 : -8 | 10
> O=C(Nc1cc(-c2ccccc2)[nH]n1)c1ccccc1
 : -1 | -2

# Whole records from above. Screens in order: H9c2 TAG inh	H9c2 TAG inh DAPI viability
# Nc1nonc1-n1nnc(C(=O)N/N=C/c2ccccc2)c1CSc1ccccc1 is listed as -8	10
# CCc1cccc(NS(=O)(=O)c2c(C)n[nH]c2C)c1 is listed as 7	-7

# (cont.)
# Value order: H9c2 TAG inh | H9c2 TAG inh DAPI viability
> Nc1nncn1C(=O)CCCN1C(=O)c2ccccc2C1=O
 : -25 | -6
> COCC(=O)N1CCC(Oc2ccc(C(=O)NCc3cnc(C)cn3)cc2)CC1
 : -17 | 12
> CSc1ccc(CN(C)CC(=O)NC(=O)NC(C)(C)C)cc1
 : -11 | -3
> Cc1ccc(C(=O)NNC(=O)C2CCN(S(=O)(=O)c3ccc(C)cc3)CC2)cc1
 : -1 | 2
> Cc1ccc(S(=O)(=O)NCc2ccc(C(=O)NCCCN3CCN(C)CC3)cc2)cc1
 : 8 | 5
> CN(C)S(=O)(=O)c1cc(C(=O)NCc2ccccc2)c(Cl)cc1Cl
 : -1 | 10
> O=C(O)c1ccc(Cn2cnc3scc(-c4ccccc4)c3c2=O)cc1
 : 13 | 0
> COc1ccc(NC(=O)c2cc(-c3cc(C)cs3)[nH]n2)cc1OC
 : 28 | -1
> NC(c1ccccc1)c1csc(Nc2ccc(C(=O)NCCO)cc2)n1 (stereo unspecified)
 : -12 | 12
> O=C(Nc1ccccc1F)c1nc[nH]c1C(=O)NCc1ccccc1
 : -27 | -2
> COc1ccc(NC(=O)c2ncn[nH]2)cc1
 : 13 | 13
> COc1ccc(-n2nc(C(=O)NCC(=O)N3CCN(c4ccccn4)CC3)c3ccccc3c2=O)cc1Cl
 : 6 | -9
> COc1ccccc1C(=O)OCC(=O)Nc1ccc(Cl)cn1
 : -6 | -1
> CN1N=C(C(=O)N2CCCC(C(=O)c3cccc(C(F)(F)F)c3)C2)CCC1=O (stereo unspecified)
 : 0 | -14

# Assay outcomes as filed in PubChem BioAssay.
